ALDH1A1 inh – inhibitors of human aldehyde dehydrogenase 1A1; P00352; Potency, µM (top dose mostly 75.3 µM), inactives show top-dose activity, negative = inhibition, usual class: inhibitors; Purified ALDH1A1, NADH fluorescence, propionaldehyde substrate; 220,000 compounds, 7.3% hits; AID 1030; active = well fitted inhibition curve with a large enough effect, not every such curve was filed as active; inconclusive = small, poorly fitted or top-dose-only effect, or another doubt; inactive = no such curve, though single readings can be large or run the other way;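 note: plate controls were no enzyme wells and a reference inhibitor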
GAA glycogen mod – alters human alpha-glucosidase cleavage of glycogen | AID 2100 | Potency, µM (titrated, usually from 76.4 µM), for inactives: at the highest dose activity change, negative = inhibition, usual class: inhibitors | 300,000 compounds, 0.38% hits | recombinant GAA, glycogen substrate, Amplex Red glucose oxidase fluorescence;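 note: 0% = full enzyme reaction and -100% = no-enzyme basal signal; the screen sought inhibitors and activators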
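Recombinant human enzyme (4 nM); glycogen substrate; 37 C, 40 min, pH 5.0. Readout: coupled glucose oxidase/Amplex Red fluorescence.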
GAA inh – inhibitors of human lysosomal alpha-glucosidase; 200,000 compounds, 0.005% hits; P10253; purified human GAA, 4-MU-alpha-glucoside fluorescence; Potency, µM (series often up to 76.9 µM), for inactives: at the highest dose activity change, negative = inhibition, usual class: inhibitors;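 note: plate controls were uninhibited enzyme wells for no effect and no-enzyme background for full effect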
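Activity normalized between no-enzyme (basal) and enzyme-only wells. Conditions: 4 nM human enzyme, 400 uM fluorogenic substrate, citrate/phosphate pH 5.0 with Tween-20, 20 min room temperature, compounds up to 77 uM.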
GLA spleen mod – inhibits or activates alpha-galactosidase in human spleen homogenate. human spleen homogenate, 4MU-alpha-Gal fluorescence, 40 min. Potency, µM (doses to about 80 µM), for inactives: top-dose activity change, negative = inhibition, hits mostly inhibitors. 240,000 compounds, 0.008% hits;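 note: 0% = enzyme with vehicle and -100% = no enzyme basal signal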
Target sequence (P06280 32-429 limits assumed): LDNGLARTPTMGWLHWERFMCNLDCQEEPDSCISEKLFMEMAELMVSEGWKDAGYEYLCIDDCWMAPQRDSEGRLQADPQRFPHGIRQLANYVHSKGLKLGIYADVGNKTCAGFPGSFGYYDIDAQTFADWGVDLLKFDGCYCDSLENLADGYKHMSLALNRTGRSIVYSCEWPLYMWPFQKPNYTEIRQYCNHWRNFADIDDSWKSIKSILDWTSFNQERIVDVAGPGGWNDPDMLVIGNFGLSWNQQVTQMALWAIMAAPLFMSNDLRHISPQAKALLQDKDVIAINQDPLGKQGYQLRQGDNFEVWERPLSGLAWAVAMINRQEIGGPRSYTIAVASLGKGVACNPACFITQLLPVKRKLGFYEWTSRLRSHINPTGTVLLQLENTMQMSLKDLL
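Human spleen homogenate (1 ug) as enzyme source, 4-methylumbelliferyl-alpha-D-galactopyranoside 1 mM final, citrate/phosphate pH 5.0 with 0.01% Tween-20. Compounds 40 min at 37C, NaOH/glycine stop; fluorescence Ex 365/Em 440, Hill-fit AC50.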
aGlu spleen mod – lysosomal alpha-glucosidase (human) modulation; P10253; human spleen homogenate, 4-MU-alpha-glucoside fluorescence; Potency, µM (titrated, usually from 79.9 µM), for inactives: at the highest dose activity change, negative = inhibition, actives largely listed as inhibitors; 240,000 compounds, 0.006% hits;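 note: 0% = enzyme with vehicle and -100% = no enzyme basal signal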
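Human spleen homogenate (1 ug) with 4-methylumbelliferyl-alpha-D-glucopyranoside (1 mM final) in 50 mM citrate/phosphate pH 5.0, 0.01% Tween-20; 40 min at 37 C. Stopped at pH 10; 4-MU fluorescence Ex 365/Em 440 nm; AC50 by Hill fit.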
GoLoco inh red – inhibitors of human Gai1-RGS12 GoLoco interaction (red fluorophore) | P63096 | Gai1:RGS12 GoLoco peptide FP, rhodamine, 10 min | Potency, µM (doses to about 61.6 µM), without a hit: top-dose activity, negative = inhibition, usual class: inhibitors | 230,000 compounds, 0.44% hits; active = well fitted inhibition curve with a large enough effect, not every such curve was filed as active; inactive = no such curve, though single readings can be large or run the other way; note: % is set by controls: 0 for no effect and ±100 for the full control effect; nearly all actives have a fitted effect of over 30% in size; many of its hits are not listed in these tables
SMN2 splice up – enhancers of SMN2 splice variant expression; HEK293 SMN2-luciferase splicing reporter, luminescence, 30-36 h; Potency, µM (top dose mostly 46.1 µM), inactives show at the top dose activity change, positive = activation, usual class: activators; 210,000 compounds, 2.8% hits; note: % of control where 0% means no effect; nearly all actives have a fitted effect of over 55% in size
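HEK293 cells carry an SMN2 […]–luciferase reporter in which exon 7 inclusion puts luciferase in frame. Cells were plated 10-12 h before compound addition, then incubated 30-36 h at 37C. ONE-Glo luminescence was read; sodium butyrate at 4.5 mM final served as control.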
KDM4E inh – inhibitors of human JMJD2E histone demethylase. Potency, µM (titrated, usually from 57.1 µM), for inactives: at the highest dose activity change, negative = inhibition, hits mostly inhibitors. JMJD2E catalytic domain, FDH-coupled NADH fluorescence (FDH is formaldehyde dehydrogenase). 230,000 compounds, 1.6% hits; active = well fitted inhibition curve with a large enough effect, not every such curve was filed as active; inconclusive = small, poorly fitted or top-dose-only effect, or another doubt; inactive = no such curve, though single readings can be large or run the other way;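 note: 0% = wells with enzyme and -100% = buffer wells without enzyme; nearly all actives have a fitted effect of over 50% in size; many of its hits are not listed in these tables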
Target sequence (B2RXH2 1-337 limits assumed): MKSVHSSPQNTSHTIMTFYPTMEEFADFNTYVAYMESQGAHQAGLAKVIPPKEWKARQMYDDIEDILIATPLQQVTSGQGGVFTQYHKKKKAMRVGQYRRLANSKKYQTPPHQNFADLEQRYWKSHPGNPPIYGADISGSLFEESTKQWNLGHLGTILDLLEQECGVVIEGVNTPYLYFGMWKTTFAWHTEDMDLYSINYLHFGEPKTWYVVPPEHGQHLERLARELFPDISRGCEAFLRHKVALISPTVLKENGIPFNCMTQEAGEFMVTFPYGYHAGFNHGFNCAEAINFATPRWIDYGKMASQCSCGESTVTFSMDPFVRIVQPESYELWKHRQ
Active calls of the source: *; ? = inconclusive; nt = not tested or not shown; & = joins results of further samples; [ ] = another dose, or the depositor's remark. Unless noted, calls come from the whole dose curve; as a rule, active = well fitted curve in the direction sought with a large enough effect; inconclusive = small, poorly fitted or top-dose-only effect, or another doubt; inactive = no such curve, though single readings can be large; an effect the other way counts as inactive or inconclusive. Potency is the fitted concentration of half-maximal effect. The list is partial. The share of hits here may be higher or lower than overall.

1) CCC(C)(C)C1CCc2[nH]nc(C(=O)NN)c2C1 (stereo not given)
2) O=C(c1ccc([N+](=O)[O-])cc1)N1CCN(C(=O)c2ccco2)CC1
3) COc1cc(CN2CCN(c3cccc(C)c3C)CC2)cc(OC)c1O
4) COc1ccc(OCCCN2CCCC(C)C2)cc1 (stereo not given)
5) COc1ccc(C2=CC3=C(Br)C(=O)C(C)(OC(=O)c4ccco4)C(=O)C3=CO2)cc1 (stereo not given)
6) COc1cccc(CN2CCN(C(=O)CC(C)C)CC2)c1
entry no. | 1 | 2 | 3 | 4 | 5 | 6
ALDH1A1 inh | nt | -5.1% | -8.9% | -1.6% | -10.3% | ?
GAA glycogen mod | ? | -2.0% | 28.2µM* | -11.5% | -11.3% | -23.6%
GAA inh | nt | 3.4% | -8.5% | 1.9% | nt | -3.5%
GLA spleen mod | 3.5% | -3.9% | -24.6% | -8.4% | 7.7%&-4.0% | 4.7%
aGlu spleen mod | -1.3% | -0.5% | -16.3% | -15.8% | -1.0%&-9.6% | 4.6%
GoLoco inh red | 11.1% | -7.2% | -6.3% | -4.4% | 2.5%&50.4% | -5.0%
SMN2 splice up | nt | 19.8% | -3.5% | 4.1% | -7.1% | 8.9%
KDM4E inh | 6.8% | -4.7% | ? | -14.6% | -1.3%&-22.7% | ?

7) O=C(O)c1ccc(Br)c(S(=O)(=O)N2CCCC2)c1
8) CCOc1cc(C2C(C(=O)N3CCCCC3)=C(C)NC3=C2C(=O)CC(C)(C)C3)ccc1O (stereo not given)
9) Oc1ccccc1OCCOc1ccccc1OCCOc1ccccc1O
10) Cc1cc(/C=C(\C#N)C(=O)Nc2ccc(Cl)cc2)c(C)n1-c1ccc(N2CCOCC2)c([N+](=O)[O-])c1
11) CCOCCCNC(=O)CCS(=O)(=O)Cc1ccc(C)cc1
12) CCCC(=O)c1ccc(N2CCN(S(=O)(=O)c3ccc(C)cc3)CC2)c(F)c1
entry no. | 7 | 8 | 9 | 10 | 11 | 12
ALDH1A1 inh | -56.3% | 11.4% | nt | ? | 3.0% | -7.9%
GAA glycogen mod | 2.3% | -26.8% | ? | -3.4% | 2.7% | -11.1%
GAA inh | 0.2% | -0.6% | -8.1%[15.4 µM] | -5.8% | 0.2% | -15.6%
GLA spleen mod | 1.9% | 3.4% | 4.7% | 6.0% | 8.9% | 4.7%
aGlu spleen mod | -1.7% | -6.8% | -6.6% | 7.0% | 0.5% | -1.3%
GoLoco inh red | -7.5% | 4.7% | 6.9% | 2.3% | 0.8% | -16.7%
SMN2 splice up | 4.3% | 18.0% | nt | -61.0%[inhibitor] | -0.4% | -2.8%
KDM4E inh | 5.4% | ? | 14.7% | 0.7% | 0.4% | 1.1%

From entry 1 up to 12, copied from above:
1) CCC(C)(C)C1CCc2[nH]nc(C(=O)NN)c2C1 (stereo not given)
2) O=C(c1ccc([N+](=O)[O-])cc1)N1CCN(C(=O)c2ccco2)CC1
3) COc1cc(CN2CCN(c3cccc(C)c3C)CC2)cc(OC)c1O
4) COc1ccc(OCCCN2CCCC(C)C2)cc1 (stereo not given)
5) COc1ccc(C2=CC3=C(Br)C(=O)C(C)(OC(=O)c4ccco4)C(=O)C3=CO2)cc1 (stereo not given)
6) COc1cccc(CN2CCN(C(=O)CC(C)C)CC2)c1
7) O=C(O)c1ccc(Br)c(S(=O)(=O)N2CCCC2)c1
8) CCOc1cc(C2C(C(=O)N3CCCCC3)=C(C)NC3=C2C(=O)CC(C)(C)C3)ccc1O (stereo not given)
entry no. | 1 | 2 | 3 | 4 | 5 | 6 | 7 | 8
ALDH1A1 inh | nt | -5.1% | -8.9% | -1.6% | -10.3% | ? | -56.3% | 11.4%
GAA glycogen mod | ? | -2.0% | 28.2µM* | -11.5% | -11.3% | -23.6% | 2.3% | -26.8%
GAA inh | nt | 3.4% | -8.5% | 1.9% | nt | -3.5% | 0.2% | -0.6%
GLA spleen mod | 3.5% | -3.9% | -24.6% | -8.4% | 7.7%&-4.0% | 4.7% | 1.9% | 3.4%
aGlu spleen mod | -1.3% | -0.5% | -16.3% | -15.8% | -1.0%&-9.6% | 4.6% | -1.7% | -6.8%
GoLoco inh red | 11.1% | -7.2% | -6.3% | -4.4% | 2.5%&50.4% | -5.0% | -7.5% | 4.7%
SMN2 splice up | nt | 19.8% | -3.5% | 4.1% | -7.1% | 8.9% | 4.3% | 18.0%
KDM4E inh | 6.8% | -4.7% | ? | -14.6% | -1.3%&-22.7% | ? | 5.4% | ?

9) Oc1ccccc1OCCOc1ccccc1OCCOc1ccccc1O
10) Cc1cc(/C=C(\C#N)C(=O)Nc2ccc(Cl)cc2)c(C)n1-c1ccc(N2CCOCC2)c([N+](=O)[O-])c1
11) CCOCCCNC(=O)CCS(=O)(=O)Cc1ccc(C)cc1
12) CCCC(=O)c1ccc(N2CCN(S(=O)(=O)c3ccc(C)cc3)CC2)c(F)c1
entry no. | 9 | 10 | 11 | 12
ALDH1A1 inh | nt | ? | 3.0% | -7.9%
GAA glycogen mod | ? | -3.4% | 2.7% | -11.1%
GAA inh | -8.1%[15.4 µM] | -5.8% | 0.2% | -15.6%
GLA spleen mod | 4.7% | 6.0% | 8.9% | 4.7%
aGlu spleen mod | -6.6% | 7.0% | 0.5% | -1.3%
GoLoco inh red | 6.9% | 2.3% | 0.8% | -16.7%
SMN2 splice up | nt | -61.0%[inhibitor] | -0.4% | -2.8%
KDM4E inh | 14.7% | 0.7% | 0.4% | 1.1%

Additional results follow.
13) Cc1ccccc1CN1C[C@@H]2C[C@@H](c3cnc(N4CCOCC4)s3)N3CCC[C@@]23C1=O
14) CCOC(=O)CN(C(=O)COc1nc(-c2ccccc2)cc(C)c1C#N)c1cccc(OC)c1
15) COc1ccc2nc3oc(C(=O)NC4CCN(Cc5ccccc5)CC4)cc3cc2c1
16) COc1ccc(N(C(=O)Cn2nnc3ccccc32)C(C(=O)NC(C)(C)C)c2ccc(OC)c(O)c2)cc1 (stereo not given)
17) CCOC(=O)CC(=O)NC(CC(=O)OC)c1ccc(Br)cc1 (stereo not given)
18) O=C(c1ccccc1F)N1CCN(c2ccc([N+](=O)[O-])c(N3CCOCC3)c2)CC1
entry no. | 13 | 14 | 15 | 16 | 17 | 18
ALDH1A1 inh | ? | nt | ? | 0.8% | 6.8% | 0.708µM*
GAA glycogen mod | -9.7% | -2.6% | 0.7% | -19.9% | 1.3% | 9.4%
GAA inh | -4.5% | nt | -2.1% | -9.6% | 5.7% | 14.4%
GLA spleen mod | -8.9% | -6.7% | 3.8% | -4.1% | 4.9% | -2.2%
aGlu spleen mod | 7.0% | 3.4% | -3.1% | -8.3% | 1.4% | -1.2%
GoLoco inh red | 13.2% | 3.0% | 7.7% | 10.9% | -6.0% | 9.8%
SMN2 splice up | 15.8µM* | nt | 18.4% | nt | 0.0% | -25.4%
KDM4E inh | -24.8% | ? | ? | 20.7% | -0.2% | 3.4%

19) Cc1cc(C)nc(-n2nc(C)cc2NC(=O)CNCc2ccccc2)n1
20) OCc1nc2ccccc2n1Cc1c(F)cccc1Cl
21) Cc1cc(OCCCCN2C(=O)NC(C)(C)C2=O)ccc1[N+](=O)[O-]
22) CC(=O)/C(=N\Nc1ccc(C)cc1)N1CCOCC1
23) COc1ccc2nc3ccccc3nc2c1NC(=O)c1ccccc1Cl
24) Cc1cc(C(=O)COC(=O)c2ccncc2)c(C)n1Cc1ccco1
entry no. | 19 | 20 | 21 | 22 | 23 | 24
ALDH1A1 inh | 8.91µM* | nt | 15.3% | ? | -13.2% | -12.6%
GAA glycogen mod | 6.6% | 0.7% | 7.7% | 12.5µM* | 7.5% | 8.5%
GAA inh | -8.4% | nt | 13.0% | -1.9% | nt | -2.6%
GLA spleen mod | -6.0% | -0.8% | -8.3% | 6.8% | 10.6% | -2.6%
aGlu spleen mod | -5.9% | 3.6% | 2.6% | 1.1% | -0.4% | -4.0%
GoLoco inh red | 9.1% | 5.6% | -2.2% | nt | 11.2% | 15.2%
SMN2 splice up | -8.1% | 1.5% | -66.8%[inhibitor] | nt | nt | 6.0%
KDM4E inh | 17.1% | -3.0% | -7.7% | -4.5% | -18.8% | -12.8%

25) CCC1(C)N([O-])C(C)=C(c2ccccc2)[N+]1=O (stereo not given)
26) CCN(CC)CCn1c(SCC(=O)NCCC2=CCCCC2)nc2c(sc3ccccc32)c1=O
27) CC1/C=C/C=C/C=C/C=C/C=C/C=C/C=C/C(OC2OC(C)C(O)C(N)C2O)CC2O[C@@](O)(CC(O)CC(O)C(O)CCC(O)CC(O)CC(=O)OC(C)[C@H](C)C1O)CC(O)C2C(=O)O (stereo not given in full)
28) O=C(O)c1ccc(Nc2ncnc3scc(-c4ccccc4)c23)cc1
29) Cc1ccc(-n2cc(S(=O)(=O)c3ccc(C)cc3)[nH]c2=O)cc1
30) CC(C)(O)C#Cc1ccc(CN2CCCC(CO)(Cc3cccc(Cl)c3)C2)cc1 (stereo not given)
entry no. | 25 | 26 | 27 | 28 | 29 | 30
ALDH1A1 inh | 5.9% | ? | ? | ? | 8.6% | 5.4%
GAA glycogen mod | -11.8% | 9.6% | nt | 20.2% | -10.0% | 14.3%
GAA inh | -4.2% | 8.7% | nt | 4.1% | 7.4% | -4.5%
GLA spleen mod | 2.1% | 13.8% | -1.7% | 0.5% | 2.1% | -1.4%
aGlu spleen mod | -1.1% | 5.4% | -9.3% | 8.0% | -3.5% | -0.9%
GoLoco inh red | -6.7% | -7.9% | 122.4%[activator] | 7.7% | 3.5% | 29.2%
SMN2 splice up | -15.3% | nt | 2.0% | nt | -3.4% | -22.6%
KDM4E inh | -8.4% | ? | ? | 4.4% | 18.9% | -12.1%

Screening results deposited in PubChem BioAssay by National Center for Advancing Translational Sciences (NCATS).
